High-throughput results deposited in PubChem by several laboratories.
14-3-3 Bad inh – inhibitors of 14-3-3 zeta/Bad binding, primary screen, biochemical, TR-FRET, bovine 14-3-3 zeta; 0.71% of 220,000 active; 14-3-3 protein zeta/delta (Bos taurus), P63103; inhibition, % at 21.7 µM; TR-FRET 14-3-3zeta/Dy647-pBad peptide displacement, 1 h; AID 781, 2007;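 active = inhibition above about 70%, limit read from the data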;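 note: 0% = full 14-3-3 plus peptide FRET controls and 100% = background without 14-3-3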
thrombin 1536 – human alpha-thrombin inhibitors, primary screen, counter-screen for coagulation protease inhibitor project, biochemical, 1536-well, fluorogenic AMC substrate; Boc-VPR-AMC fluorogenic substrate cleavage; 0.26% of 220,000 active; inhibition, % at 5 µM; Prothrombin (Homo sapiens), P00734;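 active = inhibition at or above 40%; inactive = inhibition below 40%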;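 note: 0% = enzyme with no compound and 100% = wells without enzyme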
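Material: human alpha-thrombin enzyme / Medium: pH 7.5 Tris (50 mM) with NaCl 150 mM, Tween 20 0.05% / Compound: single-point dosing at 5 µM, 0.2% DMSO / Incubation: enzyme reaction carried out at room temperature / Detection: AMC fluorescence, 355/460 nm / Read-out basis: percent inhibition scaled between no-compound controls and no-enzyme blanks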
EBV gp42 block – Epstein-Barr virus gp42 inhibitors, primary screen, biochemical, uHTS, fluorescence polarization; Glycoprotein 42 (Epstein-Barr virus (strain AG876)), Q1HVG2; Fluorescence polarization binding assay, mP read-out; inhibition, % (tested at 21.74 µM); 0.42% of 220,000 active; in the data active = inhibition above about 50%
KLK5 inh – human KLK5 protease inhibitors, primary screen, biochemical, 1536-well; recombinant hK5, fluorogenic AMC substrate cleavage; inhibition, % at 5 µM; 0.59% of 210,000 active; AID 873, 2007;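 active = inhibition of 40% or more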;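 note: 0% = enzyme controls without compound and 100% = no-enzyme blanks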
Rad51 HR inh – human RAD51 strand exchange inhibitors, primary screen, biochemical, fluorescence; AID 1385, 2008; inhibition, % at 10 µM; DNA repair protein RAD51 homolog 1 (Homo sapiens), Q06609; 0.085% of 200,000 active; hRad51 DNA strand exchange, fluorescence dequenching;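 active = inhibition above 40% at the single screening dose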;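 note: 0% = DMSO control wells and 100% = blanks with heterologous ssDNA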
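System: human Rad51 nucleoprotein filaments preassembled on unlabelled ssDNA. Reagent: labelled 47-mer dsDNA for strand exchange. Schedule: 30-min compound preincubation and 15-min exchange, both room temperature. Measured by: FRET fluorescence dequenching, excitation 485 nm, emission 520 nm. Read-out: Fluorescence-based percent inhibition, control- and blank-normalised. Benchmarks: plate controls and plate blanks.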
NCF1 inh – p47phox/p22phox peptide binding inhibitors, primary screen, biochemical, uHTS, NADPH oxidase regulatory subunit | Neutrophil cytosol factor 1 (Homo sapiens), P14598 | 0.53% of 220,000 active | inhibition, % at 24.7 µM | fluorescence polarization, 2 h;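 note: 0% = p47phox with labelled peptide and 100% = labelled peptide alone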
eIF4E-4G inh – eIF4E–eIF4G protein interaction inhibitors, primary screen, biochemical, uHTS, TR-FRET, eIF4GI fragment. Eukaryotic translation initiation factor 4E (Mus musculus) + Eukaryotic translation …. TR-FRET eIF4E-eIF4GI(517-606) binding, 2 h. inhibition, % at 21.7 µM. 0.37% of 220,000 active;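 note: 0% = full FRET control wells and 100% = background wells lacking eIF4GI fragment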
Target sequence (P63073 whole entry, looked up, the tested form may be a part): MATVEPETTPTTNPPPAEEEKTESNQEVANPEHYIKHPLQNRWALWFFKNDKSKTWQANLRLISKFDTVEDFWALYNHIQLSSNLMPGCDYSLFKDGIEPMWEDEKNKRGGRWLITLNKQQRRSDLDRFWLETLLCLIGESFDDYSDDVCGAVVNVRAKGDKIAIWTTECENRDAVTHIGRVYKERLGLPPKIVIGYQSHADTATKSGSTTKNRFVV
Target sequence (Q04637 whole entry, looked up, the tested form may be a part): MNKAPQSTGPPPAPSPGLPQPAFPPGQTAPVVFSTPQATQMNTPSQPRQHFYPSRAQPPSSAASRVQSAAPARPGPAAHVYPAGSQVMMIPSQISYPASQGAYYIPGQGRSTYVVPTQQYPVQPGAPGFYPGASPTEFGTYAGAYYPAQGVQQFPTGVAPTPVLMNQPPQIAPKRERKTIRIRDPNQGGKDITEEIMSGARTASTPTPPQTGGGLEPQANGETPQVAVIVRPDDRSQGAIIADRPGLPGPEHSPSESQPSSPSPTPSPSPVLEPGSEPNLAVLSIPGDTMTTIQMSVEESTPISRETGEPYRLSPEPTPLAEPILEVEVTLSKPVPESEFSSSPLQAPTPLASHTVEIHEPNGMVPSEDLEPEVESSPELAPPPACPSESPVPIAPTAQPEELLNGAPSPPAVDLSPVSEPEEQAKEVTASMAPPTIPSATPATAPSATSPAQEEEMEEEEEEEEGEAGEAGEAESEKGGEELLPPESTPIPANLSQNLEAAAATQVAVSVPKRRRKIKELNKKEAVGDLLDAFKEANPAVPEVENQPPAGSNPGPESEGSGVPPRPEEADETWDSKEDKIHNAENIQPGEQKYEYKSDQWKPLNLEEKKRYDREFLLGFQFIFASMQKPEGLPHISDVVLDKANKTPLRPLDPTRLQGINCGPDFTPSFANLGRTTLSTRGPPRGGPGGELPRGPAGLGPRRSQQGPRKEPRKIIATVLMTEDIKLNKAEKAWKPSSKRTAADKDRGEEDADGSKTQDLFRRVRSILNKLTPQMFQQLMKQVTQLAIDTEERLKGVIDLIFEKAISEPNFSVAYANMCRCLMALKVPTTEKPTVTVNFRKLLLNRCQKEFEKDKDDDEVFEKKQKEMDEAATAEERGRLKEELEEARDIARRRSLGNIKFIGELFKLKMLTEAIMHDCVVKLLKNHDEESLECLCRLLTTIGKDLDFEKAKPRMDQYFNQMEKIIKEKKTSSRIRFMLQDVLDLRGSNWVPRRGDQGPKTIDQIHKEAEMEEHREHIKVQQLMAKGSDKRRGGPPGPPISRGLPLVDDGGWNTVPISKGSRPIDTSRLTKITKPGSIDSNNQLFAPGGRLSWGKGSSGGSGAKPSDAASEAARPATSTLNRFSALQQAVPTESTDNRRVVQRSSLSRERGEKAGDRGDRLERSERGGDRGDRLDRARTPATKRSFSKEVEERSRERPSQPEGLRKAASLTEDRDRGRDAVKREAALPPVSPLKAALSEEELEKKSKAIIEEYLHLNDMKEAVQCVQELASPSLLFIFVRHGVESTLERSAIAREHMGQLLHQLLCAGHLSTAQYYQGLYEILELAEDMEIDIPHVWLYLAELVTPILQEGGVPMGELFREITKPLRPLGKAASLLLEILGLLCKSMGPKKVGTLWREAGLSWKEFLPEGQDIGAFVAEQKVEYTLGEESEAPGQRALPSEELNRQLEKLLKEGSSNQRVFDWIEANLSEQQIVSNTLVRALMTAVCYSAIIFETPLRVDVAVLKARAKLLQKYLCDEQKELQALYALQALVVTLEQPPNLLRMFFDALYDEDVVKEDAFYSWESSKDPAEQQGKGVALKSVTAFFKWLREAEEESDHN
KCC2 mod – KCC2 cotransporter modulators, thallium flux, primary screen, cell-based, HEK293 KCC2, FluoZin-2 fluorescence, MLSMR; Solute carrier family 12 member 5 (Homo sapiens), Q9H2X9; KCC2 cells, thallium flux FluoZin-2 fluorescence; B-score of Tl+ flux slope (higher = more flux/activation; lower = inhibition) at 10 µM; 2.2% of 190,000 active;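 active = thallium flux slope and its plate-corrected score both differing from the plate sample mean at a set confidence after two filtering rounds, in either direction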;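 note: slope of fluorescence scaled to starting intensity during 10 to 20 s after thallium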
Furin inh – human furin inhibitors, primary screen, biochemical, fluorescence intensity. purified furin, fluorogenic substrate cleavage. 0.061% of 220,000 active. inhibition, % at 30 µM. P09958; in the data active = inhibition above about 25%; note: inactives centre near -15
* = called active by the depositor; · = no result given; [ ] = remark or other dose.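 Rule for the calls, unless noted: active = inhibition above about 30% (limit read from the data); inactive = the rest.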 Rows are unselected. Share with any hit: about 4.7%.

SMILES | 14-3-3 Bad inh | thrombin 1536 | EBV gp42 block | KLK5 inh | Rad51 HR inh | NCF1 inh | eIF4E-4G inh | KCC2 mod | Furin inh
O=C(CCc1ccccc1)Nc1ccc(S(=O)(=O)N2CCOCC2)cc1 | 1.2 | -5.6 | -2.0 | -1.9 | 8.9 | 6.8 | -3.8 | -1.62 | -6.3
CCc1cccc(C)c1NC(=O)CN1C(=O)c2ccccc2S1(=O)=O | 2.2 | -4.0 | -16.0 | -9.7 | -1.6 | -2.5 | -1.7 | · | -34.8
CCOC(=O)c1nnsc1Nc1ccc(C)c(C)c1 | -9.5 | -8.5 | -6.4 | 5.6 | 11.9 | 5.9 | -1.7 | -3.15 | -23.2
c1ccc(CSc2ncnc3sccc23)cc1 | -1.1 | 37.0 | 1.8 | 41.7* | 14.1 | -10.0 | -7.6 | 0.273 | -12.3
CCCS(=O)(=O)c1nc(S(=O)(=O)c2ccc(C)cc2)c(NCCN2CCOCC2)s1 | -1.8 | -3.5 | 8.8 | -7.9 | -1.6 | -1.8 | 0.1 | 0.239 | -18.6
CN1/C(=C/C(=O)c2nc(S(C)(=O)=O)ncc2Cl)C(C)(C)c2ccccc21 | -14.4 | 6.8 | -11.3 | -13.9 | -5.2 | -22.4 | 8.6[fluorescence artefact?] | -7.22* | 0.9
Cc1ccc(C(C(=O)NC2CCCC2)N(C(=O)c2csnn2)C2CCCC2)o1 (centres undefined) | -11.8 | -5.2 | -2.3 | 4.4 | -2.9 | 0.1 | -1.6 | · | -29.3
COc1ccc(NC(=O)COC(=O)C2=COCCO2)cc1OC | -18.2 | -8.0 | -11.1 | -1.4 | 26.1 | -9.5 | 6.3 | 0.997 | -13.2
CCCCNC(=O)/C(C#N)=C/c1ccc(-c2ccc(S(=O)(=O)N3CCOCC3)cc2)o1 | -1.0[fluorescence artefact?] | -4.5 | -23.3 | -2.6 | -6.1 | -34.2 | 1.6 | -1.16 | -32.9
CCC(C)[C@@H](CN(N=O)[C@@H](Cc1ccccc1)CN(C)N=O)N(CCc1ccccc1)N=O (some centres undefined) | -3.2 | -1.6 | -11.9 | 2.1 | -9.4 | -11.6 | -1.2 | -2.58 | -21.0
COP(=O)(OC)c1nc(-c2cccc3ccccc23)oc1N1CCCCC1 | 25.2 | -22.7 | -1.1 | -53.0 | -5.2 | -19.1 | 3.8 | -0.65 | -78.9
COc1ccc(C(=O)N/N=C/c2ccc(N3CCOCC3)o2)cc1OC | -13.6 | -11.9 | -4.6 | -3.9 | 22.1 | -3.9 | -0.3 | 2.29 | -17.7
CN(C)c1ccc(/C=N\Nc2nc(-c3ccccc3)cc(=O)[nH]2)cc1 | -10.4 | -1.5 | -14.7 | -16.1 | · | 4.2 | 1.3 | 0.287 | -16.3
Cn1c(=O)c2c(nc(CN3CCC(C(N)=O)CC3)n2Cc2c(Cl)cccc2Cl)n(C)c1=O | 5.6 | 3.2 | -8.3 | 6.0 | -2.3 | -5.4 | 4.4[fluorescence artefact?] | 0.862 | -23.1
OCCN(CCO)Cc1csc2ccccc12 | -19.9 | -3.8 | -1.4 | -24.8 | 7.0 | -1.1 | 4.5 | 0.488 | -12.4
Cc1cccc(C)c1NC(=O)CN(C)CC(=O)Nc1cc(Cl)ccc1C#N | 10.2 | -3.3 | -18.6 | -5.5 | -3.8 | 1.1 | 3.6 | 0.94 | -1.6[20 µM]
Cc1cccc(NC(=O)c2nc[nH]c2C(=O)NCC(=O)OC(C)(C)C)c1 | -7.9 | 1.6 | -8.7 | 2.1 | -2.7 | 5.2 | -2.2 | 0.13 | -23.0
CCOC(=O)c1cc2c(ccn2C)n1CC(=O)N(CC)CC | -2.7 | -4.7 | -8.5 | -0.2 | -1.5 | -11.0 | -0.2 | -0.643 | -3.1
COCCN(CCOC)S(=O)(=O)c1ccc(C(=O)NCCCN2CCOCC2)cc1 | 13.3[fluorescence artefact?] | 5.7 | -12.5 | -13.3 | 3.5 | -11.0 | -7.0[fluorescence artefact?] | 0.745 | -24.2
CC(C)(C)C(=O)C[n+]1ccccc1 | -4.6 | -8.7 | 0.3 | -3.7 | -24.3 | -7.8 | -0.7 | 0.941 | -15.9
CCOc1ccccc1/C=N\Nc1cnn(Cc2ccccc2)c(=O)c1Cl | -16.3 | -10.4 | -5.8 | -2.9 | -3.5 | -19.8 | 3.8 | -0.00367 | -5.6
Cc1cc(OCCCn2ccnc2)cc(C(C)C)c1 | 33.3 | 3.7 | 4.7 | -17.8 | 14.0 | -5.9 | 3.1 | 0.528 | -11.9
COc1cc(/C=N/NC(=O)NC2CCCCC2)ccc1O | 2.4 | -7.1 | -7.3 | -6.8 | 7.0 | -8.5 | -3.2 | -0.542 | -16.0
COc1ccc(C(C)=O)cc1CN(C)C | 12.3 | -2.4 | 0.9 | 4.7 | -6.9 | -6.5 | 0.4 | -0.242 | 0.4[20 µM]
Cc1ccsc1/C=N/NC(=S)NCc1ccccc1 | -18.7 | 2.1 | 3.8 | 0.1 | -1.3 | -6.3 | -4.7 | 2.41 | -20.8
Cc1onc(-c2c(Cl)cccc2Cl)c1C(=O)NNC(=O)c1c(-c2c(Cl)cccc2Cl)noc1C | -18.3 | -8.4 | -9.3 | -3.4 | 9.4 | -12.8 | -0.2 | · | -15.0
CC(=O)NNC(=O)c1ccncc1 | -3.0 | 1.1 | -17.9 | -3.3 | 4.0 | -15.9 | 1.7 | -0.0729 | 3.2[20 µM]
CCOCCc1nnc(NC(=O)c2cccs2)s1 | -9.6 | -3.0 | -0.4 | -6.0 | -8.8 | -2.9 | 10.6 | -0.21 | -11.0[20 µM]
CSc1nsc(SC)c1C(=O)N1CCN(S(=O)(=O)c2ccc(C)cc2)C1C (centres undefined) | -9.0 | -6.8 | 3.2 | 20.0 | -4.4 | -11.3 | 3.1 | -0.485 | -12.4
CCCC(C(=O)NCc1ccc(OC)cc1)N(Cc1ccco1)C(=O)c1snc(C(N)=O)c1N (centres undefined) | -7.8 | -2.6 | 17.6 | -8.5 | 7.3 | -27.1 | 2.8 | -0.294 | -7.5
Cc1cccc(NC(=O)CSc2nnc(CNC(=O)c3ccc(S(=O)(=O)N(C)C)cc3)n2-c2ccc(F)cc2)c1 | -10.1 | -9.5 | 7.7 | -11.1 | -0.4 | 2.4 | 8.7 | 0.122 | -17.6
CC(C)c1onc(C(=O)N2CCCCC2)c1[N+](=O)[O-] | -11.9[fluorescence artefact?] | -4.0 | 0.2 | -8.4 | · | 9.6 | 1.0 | -0.0275 | -20.2
CCn1cc(C2=NC(C(C)C)CO2)c2ccccc21 (centres undefined) | 9.8[fluorescence artefact?] | -5.4 | 3.2 | -4.0 | -0.5 | -16.0 | 0.2 | -0.0124 | -18.9
O=[N+]([O-])c1ccc(N/N=C\c2cccn2-c2ccccc2)nc1 | -0.5 | 4.3 | -27.9 | 5.5 | · | 38.0* | 16.3 | -0.373 | -15.9[20 µM]
COc1ccc(CCNC(=O)c2ccc(N(C)S(=O)(=O)c3ccc(C)cc3)cc2)cc1OC | 5.9 | 3.5 | 3.3 | -4.2 | -7.9 | 1.2 | -2.1 | -0.239 | -14.6
Cc1cccc(C)c1OCc1nnc(NC(=O)CSc2ccc(Cl)cc2)s1 | -21.5 | -1.3 | -27.5 | -21.6 | -4.1 | -11.2 | 0.0 | 1.06 | -12.4
c1coc(-c2ccnc(-c3ccncc3)n2)c1 | -1.4 | -5.1 | -1.8 | -4.2 | -45.5 | -4.5 | -0.3 | -0.233 | -21.4
Cc1ccc(-n2c(SCC(N)=O)nc(O)cc2=O)cc1 | 1.1 | 1.6 | -27.1 | -6.5 | · | -35.3 | -0.3[fluorescence artefact?] | -0.638 | -10.4
CC1CCCCN1Cc1nc2c(c(=O)n(C)c(=O)n2C)n1CCc1ccccc1 (centres undefined) | -5.5 | -8.8 | -16.7 | -0.1 | 5.9 | -14.7 | -6.0 | 2.29 | -10.7[20 µM]
Nc1ccc(S(=O)(=O)Nc2ccc(Cl)nn2)cc1 | 2.2 | -5.4 | -3.2 | 1.3 | 9.6 | -3.7 | -4.7 | -0.365 | -18.9

Reprinted at random: three compounds from above, in no set order.
SMILES | 14-3-3 Bad inh | thrombin 1536 | EBV gp42 block | KLK5 inh | Rad51 HR inh | NCF1 inh | eIF4E-4G inh | KCC2 mod | Furin inh
CC1CCCCN1Cc1nc2c(c(=O)n(C)c(=O)n2C)n1CCc1ccccc1 (centres undefined) | -5.5 | -8.8 | -16.7 | -0.1 | 5.9 | -14.7 | -6.0 | 2.29 | -10.7[20 µM]
Cc1cc(OCCCn2ccnc2)cc(C(C)C)c1 | 33.3 | 3.7 | 4.7 | -17.8 | 14.0 | -5.9 | 3.1 | 0.528 | -11.9
Nc1ccc(S(=O)(=O)Nc2ccc(Cl)nn2)cc1 | 2.2 | -5.4 | -3.2 | 1.3 | 9.6 | -3.7 | -4.7 | -0.365 | -18.9

Following part:
SMILES | 14-3-3 Bad inh | thrombin 1536 | EBV gp42 block | KLK5 inh | Rad51 HR inh | NCF1 inh | eIF4E-4G inh | KCC2 mod | Furin inh
CC(=O)Nc1ccc(OCC(O)CN2CCN(c3ccc(Cl)cc3)CC2)cc1 (centres undefined) | -13.5[fluorescence artefact?] | -0.8 | 1.1 | -5.8 | -1.4 | -6.1 | 7.9 | 0.768 | -15.2[20 µM]
Cc1ccc(-c2noc(CCC(=O)NC3CCCc4ccccc43)n2)cc1 (centres undefined) | -3.9 | 3.5 | -3.7 | -0.5 | · | -13.9 | -4.0[fluorescence artefact?] | 0.0363 | -30.5
COc1ccccc1CNC(=O)CCN1C(=O)COc2ccc(C)cc21 | -1.6[fluorescence artefact?] | 4.0 | -4.9 | -22.7 | -4.1 | -12.1 | -9.6[fluorescence artefact?] | 1.03 | -13.5
CCOC(=O)Cc1nnc(NC(=O)CSc2nc3ccccc3[nH]2)s1 | 1.2 | 2.1 | -18.6 | 0.4 | 1.0 | -0.2 | 3.5 | · | -10.3
CCN(CC(=O)N(CC(C)C)c1c(N)n(CC(C)C)c(=O)[nH]c1=O)Cc1nc2ccccc2c(=O)[nH]1 | -5.9 | 2.2 | -17.9 | -10.2 | 8.3 | -23.1 | -5.0 | 0.316 | -28.7
Cc1ccc(C(C)C)c(OCCCN(C)Cc2ccccc2)c1 | 20.6 | -5.8 | -14.1 | -18.4 | 0.5 | -2.7 | 1.4 | -0.00502 | -10.5
CC(C)Oc1nnnn1-c1ccccc1 | -9.1[fluorescence artefact?] | 0.8 | -18.7 | 0.5 | 7.9 | -10.1 | 14.3 | 1.15 | -26.8[20 µM]
O=S(=O)(NCc1ccncc1)c1ccc(Br)s1 | -5.6 | 6.2 | -10.9 | -30.0 | -3.8 | -7.8 | -6.8 | 0.992 | -19.9
O=C(O)c1ccc2c(=O)n(-c3ccccc3F)c(=S)[nH]c2c1 | 37.1 | -1.6 | 2.8 | -12.8 | 31.0 | -6.2 | -0.2 | 0.495 | -14.4
